NPSR antagonist: antagonists of human neuropeptide S receptor cAMP signaling; Q6W5P4; CHO-NPSR cells, cAMP TR-FRET, antagonist mode; Potency, µM (series often up to 38.3 µM), for inactives: at the highest dose activity change, negative = inhibition, most hits filed as inhibitors; 220,000 compounds, 1% hits; AID 1461; also: potency is read from the fitted curve at half-maximal effect; % is scaled to controls: 0 for no effect and ±100 for the full control effect; nearly all actives have a fitted effect of over 50% in size; many of its hits are not listed in these tables
Tau FP inhib: inhibitors of human tau fibril formation | K18 P301L tau heparin fibrillization, Alexa594 FP, 6 h | Potency, µM (titrated, usually from 57.7 µM), for inactives: at the top dose activity, negative = inhibition, usual class: inhibitors | 280,000 compounds, 0.39% hits | AID 1468; also: potency is read from the fitted curve at half-maximal effect; % is scaled to controls: 0 for no effect and ±100 for the full control effect; nearly all actives have a fitted effect of over 55% in size
Target sequence (P10636 561-689 P618L limits assumed): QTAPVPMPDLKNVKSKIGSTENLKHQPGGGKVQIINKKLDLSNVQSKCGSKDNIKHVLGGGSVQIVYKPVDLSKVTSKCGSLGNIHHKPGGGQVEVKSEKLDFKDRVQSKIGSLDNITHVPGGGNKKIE
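Human tau K18 […] P301L fragment, 15 uM unlabeled plus 0.24 uM Alexa 594-labeled tau (final), with compound and 20 uM heparin in 100 mM sodium acetate pH 7; 6 hr at 37 C, then Alexa 594 FP read.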
Epigenetic derep: regulators of epigenetic silencing causing reporter derepression in mouse cells; murine LDR cells, GFP reporter derepression, 30 h; Potency, µM (highest dose often 53.9 µM), for inactives: at the top dose GFP activation, most hits filed as activators; 280,000 compounds, 0.2% hits; also: potency is read from the fitted curve at half-maximal effect; % of control where 0% means no effect; nearly all actives have a fitted effect of over 60% in size
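Murine LDR cells carrying a silenced, genomically integrated CMV-driven GFP reporter were exposed to compound for 30 hours at 37 C. After PBS washes, GFP-positive cells (20–120 um objects) were counted by laser-scanning microplate cytometry.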
TRb SRC2 PPI: disrupts binding of human TR beta to SRC2; TRbeta-SRC2 peptide binding, fluorescence polarization; receptor liganded with 1 µM T3; AID 1469; 280,000 compounds, 0.065% hits; Potency, µM (series often up to 106 µM), for inactives: at the top dose activity change, negative = inhibition, usual class: inhibitors;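 also: potency is read from the fitted curve at half-maximal effect; plate controls were bound peptide for no effect and peptide without receptor for full effect; nearly all actives have a fitted effect of over 50% in size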
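Assay buffer: 20 mM Tris-HCl, 100 mM NaCl, 10% glycerol, 1 mM EDTA, 0.01% NP-40, 1 mM DTT, 1 uM T3, 5% DMSO; TRb LBD 0.6 uM, Texas Red SRC2 20 nM; FP after 5 hr.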
GLA spleen mod: inhibitors or activators of human alpha-galactosidase in spleen homogenate | P06280 | human spleen homogenate, 4MU-alpha-Gal fluorescence, 40 min | Potency, µM (doses to about 80 µM), for inactives: at the top dose activity change, negative = inhibition, most hits filed as inhibitors | 240,000 compounds, 0.008% hits;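 also: potency is read from the fitted curve at half-maximal effect; 0% = enzyme with vehicle and -100% = no enzyme basal signal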
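Human spleen homogenate (1 ug) was the enzyme source, with 4-methylumbelliferyl-alpha-D-galactopyranoside (1 mM final) in pH 5.0 citrate buffer with 0.01% Tween-20. Compounds were titrated; after 40 min at 37C, NaOH/glycine stop, 4-MU fluorescence read; AC50 from Hill fits.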
CBFb RUNX1 block: blocks binding between human CBF-beta and RUNX1; Q01196+Q13951; AlphaScreen CBFb-His/RUNX1-biotin binding, biochemical; Potency, µM (titrated, usually from 59.8 µM), for inactives: top-dose activity, negative = inhibition, usual class: inhibitors; AID 1477; 230,000 tested, under 10 active; also: % of control where 0% means no effect
Target sequence (Q01196 whole entry, looked up): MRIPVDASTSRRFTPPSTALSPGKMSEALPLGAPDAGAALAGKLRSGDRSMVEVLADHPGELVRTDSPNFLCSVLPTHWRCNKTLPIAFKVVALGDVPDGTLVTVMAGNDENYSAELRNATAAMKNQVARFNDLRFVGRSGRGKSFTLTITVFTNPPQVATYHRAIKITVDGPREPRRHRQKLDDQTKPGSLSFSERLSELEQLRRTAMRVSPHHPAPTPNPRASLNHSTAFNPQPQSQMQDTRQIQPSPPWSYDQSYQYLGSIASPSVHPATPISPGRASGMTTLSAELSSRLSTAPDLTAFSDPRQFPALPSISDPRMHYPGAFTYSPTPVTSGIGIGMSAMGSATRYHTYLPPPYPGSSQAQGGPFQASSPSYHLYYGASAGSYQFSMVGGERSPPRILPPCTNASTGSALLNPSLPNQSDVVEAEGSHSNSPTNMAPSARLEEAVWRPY
Target sequence (Q13951 whole entry, looked up): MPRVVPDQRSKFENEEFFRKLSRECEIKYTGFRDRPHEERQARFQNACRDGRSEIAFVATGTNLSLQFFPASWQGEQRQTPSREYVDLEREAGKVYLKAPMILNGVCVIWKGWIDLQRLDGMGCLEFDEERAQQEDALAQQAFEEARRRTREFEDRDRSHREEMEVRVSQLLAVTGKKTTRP
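Interaction loss through any mechanism counts as activity. Pre-formed complex of His-CBF-beta and biotin-RUNX1 (30 nM apiece) is incubated with compound 15 min, then with 50 ng nickel and 50 ng streptavidin beads for 90 min before AlphaScreen detection.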
TexasRed fluor: counter-screen for TRb-SRC2 inhibitors: fluorescence interference. AID 1479. Potency, µM (titrated, usually from 106 µM), for inactives: at the highest dose fluorescence change, negative = quenching. TRb/SRC2 Texas Red total fluorescence interference. 280,000 compounds, 0.29% hits; active = well fitted curve in either direction with a large enough effect; inconclusive = small, poorly fitted or top-dose-only effect; also: potency is read from the fitted curve at half-maximal effect; % is scaled to controls: 0 for no effect and ±100 for the full control effect
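Flags fluorescent or light-absorbing compounds by total fluorescence, S + 2P, at 555 nm excitation and 632 nm emission. Mixture: 20 nM Texas Red SRC2 peptide, 0.6 uM human TRb LBD, 1 uM T3, 5% DMSO; compound exposure 5 h at ambient temperature.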
Tau fluor counter: counter-screen for tau fibril formation inhibitors; 280,000 compounds, 0.93% hits; tau K18 P301L Alexa594 fluorescence, heparin fibrillization; Potency, µM (titrated, usually from 57.7 µM), without a hit: at the top dose activity change, negative = decrease; also: potency is read from the fitted curve at half-maximal effect; % is scaled to controls: 0 for no effect and ±100 for the full control effect; nearly all actives have a fitted effect of over 55% in size
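Human tau K18 P301L (15 uM unlabeled, 0.24 uM Alexa 594-labeled) in 100 mM sodium acetate pH 7 with 20 uM heparin, 6 hr at 37 C. ThT 30 uM added, 1 hr ambient; Alexa 594 FP and total fluorescence read at 555/632 nm.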
* = called active by the depositor; [ ] = dose if it differs, or a comment. Unless noted, calls follow the shape of the dose curve; as a rule, active = well fitted curve in the direction sought with a large enough effect; inconclusive = small, poorly fitted or top-dose-only effect, or another doubt; inactive = no such curve, though single readings can be large; an effect the other way counts as inactive or inconclusive. These rows are one share of the data, so the mix of outcomes need not match the whole.

Results for CN(C)c1ccc(/C=N/NC(=O)c2ccccc2O)o1 ?
NPSR antagonist: -9.0%; Tau FP inhib: -0.4%; Epigenetic derep: 0.9%; TRb SRC2 PPI: -1.1%; GLA spleen mod: 6.7%; CBFb RUNX1 block: -6.2%; TexasRed fluor: -1.9%; Tau fluor counter: -8.7%

How did COc1ccc(Nc2oc(/C=C/c3cc(OC)c(OC)c(OC)c3)nc2C#N)cc1 do in these assays?
Tau FP inhib: 9.3%; Epigenetic derep: -0.1%; TRb SRC2 PPI: 2.9%; TexasRed fluor: -5.1%; Tau fluor counter: inconclusive

Results for COc1ccccc1CNC(=O)c1cn(C)c2ccc(S(=O)(=O)N3CCC(C)CC3)cc2c1=O ?
Tau FP inhib: -10.6%; Epigenetic derep: -0.8%; TRb SRC2 PPI: 2.5%; TexasRed fluor: -0.8%; Tau fluor counter: -15.1%

What do the screens show for `COc1ccc(C2C=C(c3ccccc3)Nc3nc(NC(=O)/C=C/c4ccccc4)nn32)cc1` (stereo not given)?
Tau FP inhib: -11.3%; Epigenetic derep: -3.4%; TRb SRC2 PPI: 6.5%; TexasRed fluor: 1.8%; Tau fluor counter: -26.9%

Results for COC(=O)c1ccc(NC(=O)CN(Cc2ccccc2)S(=O)(=O)c2ccc(Cl)cc2)cc1 ?
Tau FP inhib: inconclusive; Epigenetic derep: 0.0%; TRb SRC2 PPI: 5.9%; TexasRed fluor: -2.6%; Tau fluor counter: inconclusive

What do the screens show for `O=C(Cc1ccccc1)Nc1sc2c(c1C(=O)Nc1ccc(Cl)cc1)CCCC2`?
Tau FP inhib: inconclusive; Epigenetic derep: -0.5%; TRb SRC2 PPI: -9.0%; TexasRed fluor: 6.2%; Tau fluor counter: -24.1%

Results for COc1cc(OC)cc(C(=O)NCc2n[nH]c(=S)n2-c2ccccc2OC)c1 ?
NPSR antagonist: -2.5%[46.1 µM]; Tau FP inhib: 3.6%; Epigenetic derep: 0.8%; TRb SRC2 PPI: -4.9%; GLA spleen mod: -4.5%; CBFb RUNX1 block: 6.8%; TexasRed fluor: -2.7%; Tau fluor counter: -0.5%

Results for CC(C)(C)C(=O)/C=c1\[nH]c(=O)/c(=C\c2ccc(C#N)cc2)s1 ?
NPSR antagonist: -23.2%[46.1 µM]; Tau FP inhib: -10.5%; Epigenetic derep: -0.9%; TRb SRC2 PPI: -2.0%; GLA spleen mod: -8.4%; CBFb RUNX1 block: -3.1%; TexasRed fluor: -1.9%; Tau fluor counter: -11.9%

What do the screens show for `COc1cc(OC)cc(C(=O)N2CCN(C(=O)c3ccc(-c4ccccc4)cc3)CC2)c1`?
NPSR antagonist: 47.1%; Tau FP inhib: -11.1%; Epigenetic derep: -0.1%; TRb SRC2 PPI: -1.3%; GLA spleen mod: -10.0%; CBFb RUNX1 block: -0.5%; TexasRed fluor: -1.1%; Tau fluor counter: -12.7%

Results for C[C@@H](/C=C\c1cccc(Oc2ccc(F)cc2)c1)N(O)C(N)=O ?
Tau FP inhib: 3.8%; Epigenetic derep: 1.1%; TRb SRC2 PPI: 0.1%; GLA spleen mod: 2.7%; CBFb RUNX1 block: 24.7%[21.7 µM]; TexasRed fluor: 0.9%; Tau fluor counter: -23.8%

Results for COc1ccc(/C=N/NC(=O)C2c3ccccc3-c3ccccc32)cc1 ?
NPSR antagonist: -20.4%; Tau FP inhib: -13.2%; Epigenetic derep: 0.0%; TRb SRC2 PPI: -1.3%; GLA spleen mod: -8.5%; CBFb RUNX1 block: -3.0%; TexasRed fluor: 7.5%; Tau fluor counter: -4.4%

What do the screens show for `COc1ccc(CNC(=O)c2ccc(NC(=O)N3CCSc4ncccc43)cc2)cc1OC`?
Tau FP inhib: 1.6%; Epigenetic derep: 1.2%; TRb SRC2 PPI: -4.5%; TexasRed fluor: 0.0%; Tau fluor counter: 3.0%

How did CN(C)c1ccc(CNC(=O)CCCn2ccc3cc(S(=O)(=O)N4CCCC4)ccc32)cc1 do in these assays?
Tau FP inhib: 14.2%; Epigenetic derep: -5.2%; TRb SRC2 PPI: -1.2%; TexasRed fluor: -0.2%; Tau fluor counter: -20.7%

What do the screens show for `CN(C)C(=O)c1cc(C(=O)c2ccccc2Cl)c[nH]1`?
NPSR antagonist: 9.6%; Tau FP inhib: 8.8%; Epigenetic derep: 3.3%; TRb SRC2 PPI: -3.4%; GLA spleen mod: 4.2%; CBFb RUNX1 block: 7.5%; TexasRed fluor: -4.7%; Tau fluor counter: -2.1%

Results for Cc1cccc2c1-c1sc(C(=O)NCc3ccc(Cl)cc3)cc1CO2 ?
Tau FP inhib: -15.4%; Epigenetic derep: 2.2%; TRb SRC2 PPI: -2.3%; TexasRed fluor: 1.4%; Tau fluor counter: -8.3%

What do the screens show for `CN(C)CCCNC(=O)c1cc(C(=O)Cc2ccccc2)c[nH]1`?
NPSR antagonist: 5.2%; Tau FP inhib: -2.6%; Epigenetic derep: -0.6%[10.1 µM]; TRb SRC2 PPI: -1.9%; GLA spleen mod: -2.6%; CBFb RUNX1 block: 1.6%; TexasRed fluor: -1.6%; Tau fluor counter: -0.9%

What do the screens show for `Cc1oc2ccc(O)c(CN3CCOCC3)c2c1C(=O)Nc1ccc(C(C)C)cc1`?
Tau FP inhib: 5.7%; Epigenetic derep: -1.9%; TRb SRC2 PPI: -5.3%; TexasRed fluor: 1.8%; Tau fluor counter: inconclusive

What do the screens show for `COC(=O)c1nnc(C(=O)N(C)Cc2ccccc2)c2[nH]c3ccccc3c12`?
Tau FP inhib: -0.1%; Epigenetic derep: 1.2%; TRb SRC2 PPI: -0.7%; GLA spleen mod: -4.9%; CBFb RUNX1 block: -2.6%; TexasRed fluor: -1.6%; Tau fluor counter: -5.5%

How did O=S(=O)(c1ccccc1)c1ncc(C(F)(F)F)cc1O do in these assays?
NPSR antagonist: 6.1%; Tau FP inhib: -3.1%; Epigenetic derep: 2.5%; TRb SRC2 PPI: 2.8%; GLA spleen mod: -0.4%; CBFb RUNX1 block: -6.2%; TexasRed fluor: -0.3%; Tau fluor counter: -2.0%

What do the screens show for `CCCNC(=O)NC(=O)COC(=O)c1ccc(S(=O)(=O)N(C)c2ccccc2OC)cc1`?
NPSR antagonist: -19.6%; Tau FP inhib: -7.0%; Epigenetic derep: 1.1%; TRb SRC2 PPI: -10.2%; GLA spleen mod: 0.0%; CBFb RUNX1 block: -4.0%; TexasRed fluor: -2.1%; Tau fluor counter: -11.4%

Results for CCCn1c(C(C)NC(=O)c2ccccc2)n[nH]c1=S (stereo not given) ?
NPSR antagonist: -21.5%; Tau FP inhib: -2.6%; Epigenetic derep: 1.5%; TRb SRC2 PPI: -9.8%; GLA spleen mod: inconclusive; CBFb RUNX1 block: 8.2%; TexasRed fluor: -6.1%; Tau fluor counter: 11.5%

Results for Cc1cc(OC(=O)C2CC2)c([N+](=O)[O-])c(=O)[nH]1 ?
NPSR antagonist: 14.8%; Tau FP inhib: 5.0%; Epigenetic derep: -4.5%; TRb SRC2 PPI: -5.6%; GLA spleen mod: -2.4%; CBFb RUNX1 block: 9.1%; TexasRed fluor: 0.7%; Tau fluor counter: -2.5%

What do the screens show for `COc1ccc2c(c1)c1ncn(Cc3ccco3)c(=O)c1n2C`?
NPSR antagonist: -9.2%[46.1 µM]; Tau FP inhib: 5.6%; Epigenetic derep: -2.0%; TRb SRC2 PPI: -15.4%[53 µM]; GLA spleen mod: inconclusive; CBFb RUNX1 block: 2.1%; TexasRed fluor: -1.0%[53 µM]; Tau fluor counter: -5.9%

How did COc1ccc(CNC(=O)CC(c2ccc(OC)cc2)N2Cc3ccccc3C2=O)cc1 (stereo not given) do in these assays?
Tau FP inhib: 3.1%; Epigenetic derep: -1.1%; TRb SRC2 PPI: -7.6%; TexasRed fluor: -1.8%; Tau fluor counter: -23.9%

How did O=C(c1ccc(=O)oc1)N1CCCc2ccccc21 do in these assays?
NPSR antagonist: -10.3%[46.1 µM]; Tau FP inhib: -5.4%; Epigenetic derep: 6.8%; TRb SRC2 PPI: -7.2%; GLA spleen mod: -2.4%; CBFb RUNX1 block: inconclusive; TexasRed fluor: -16.7%; Tau fluor counter: -5.5%

Results for CC(=O)O[C@H]1C2OC(=O)C(C)=C2[C@@H]2OC(=O)[C@]3(CCC4OC41C)OC23 (stereo not given in full) ?
NPSR antagonist: -2.2%; Tau FP inhib: inconclusive; Epigenetic derep: 1.4%; TRb SRC2 PPI: 2.3%; GLA spleen mod: -4.3%; CBFb RUNX1 block: -1.3%[2.36 µM]; TexasRed fluor: -1.3%; Tau fluor counter: -14.6%

Gathered by group, the entries above containing a thiophene ring, fused or not
What do the screens show for `O=C(Cc1ccccc1)Nc1sc2c(c1C(=O)Nc1ccc(Cl)cc1)CCCC2`?
Tau FP inhib: inconclusive; Epigenetic derep: -0.5%; TRb SRC2 PPI: -9.0%; TexasRed fluor: 6.2%; Tau fluor counter: -24.1%

Results for Cc1cccc2c1-c1sc(C(=O)NCc3ccc(Cl)cc3)cc1CO2 ?
Tau FP inhib: -15.4%; Epigenetic derep: 2.2%; TRb SRC2 PPI: -2.3%; TexasRed fluor: 1.4%; Tau fluor counter: -8.3%

Bioassay records deposited in PubChem BioAssay by National Center for Advancing Translational Sciences (NCATS).
